HADH2 inhib: qHTS Assay for Inhibitors of HADH2 (Hydroxyacyl-Coenzyme A Dehydrogenase, Type II) | 3-hydroxyacyl-CoA dehydrogenase type-2 (Homo sapiens), Q99714 | recombinant HADH2, NADH fluorescence, beta-hydroxybutyryl-CoA | Potency, µM (series often up to 57.1 µM), without a hit: at the top dose activity change, negative = inhibition, most hits filed as inhibitors | 73,000 tested, 3.4% active; also: potency is read from the fitted curve at half-maximal effect; % is scaled to controls: 0 for no effect and ±100 for the full control effect; nearly all actives have a fitted effect of over 60% in size; many of its hits are not listed in these tables
Target sequence (Q99714 whole entry, looked up, one chain of several): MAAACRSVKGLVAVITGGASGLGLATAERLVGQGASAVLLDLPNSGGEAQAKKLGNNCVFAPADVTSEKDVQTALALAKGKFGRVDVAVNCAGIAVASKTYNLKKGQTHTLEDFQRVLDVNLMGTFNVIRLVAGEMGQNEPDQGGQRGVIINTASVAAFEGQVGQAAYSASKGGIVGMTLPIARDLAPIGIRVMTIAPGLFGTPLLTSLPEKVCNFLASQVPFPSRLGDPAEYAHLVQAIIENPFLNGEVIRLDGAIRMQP
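E. coli-expressed His-tagged HADH2 tested at 20 nM in alkaline Tris buffer (pH 9.0); oxidation of 90 uM beta-hydroxybutyryl-CoA with 1 mM NAD+ tracked fluorimetrically for 4 min.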
Ub-GFP proteasome: Ubiquitin-GFP Assay; Ubiquitin-GFP reporter cells, proteasome inhibition, GFP fluorescence; response scale: untreated = 0%, 10 µM MG-132 = 100%; Potency, µM (titrated, usually from 45.9 µM), without a hit: at the top dose activation (GFP accumulation), most hits filed as activators; 67,000 tested, under 10 active; active = well fitted activation curve with a large enough effect, not every such curve was filed as active; inconclusive = small, poorly fitted or top-dose-only effect, or another doubt; inactive = no such curve, though single readings can be large or run the other way; also: potency is read from the fitted curve at half-maximal effect
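U2OS cells stably expressing ubiquitin(G76V)-GFP, seeded overnight in 0.5% FBS medium, were exposed to compounds (qHTS, 46 uM to 2.9 nM) for 4 hr at 37 °C. GFP-positive cells were counted by laser cytometry (488 ex/515 em), normalized between basal and 10 uM MG-132.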
15-hLO inh: qHTS Assay for Inhibitors of 15-hLO (15-human lipoxygenase) | Polyunsaturated fatty acid lipoxygenase ALOX15 (Homo sapiens), P16050 | purified 15hLO-1, xylenol orange hydroperoxide absorbance | Potency, µM (titrated, usually from 57.1 µM), without a hit: at the highest dose activity change, negative = inhibition, usual class: inhibitors | 74,000 tested, 1.4% active; also: potency is read from the fitted curve at half-maximal effect; % is scaled to controls: 0 for no effect and ±100 for the full control effect; nearly all actives have a fitted effect of over 55% in size
Target sequence (P16050 whole entry, looked up): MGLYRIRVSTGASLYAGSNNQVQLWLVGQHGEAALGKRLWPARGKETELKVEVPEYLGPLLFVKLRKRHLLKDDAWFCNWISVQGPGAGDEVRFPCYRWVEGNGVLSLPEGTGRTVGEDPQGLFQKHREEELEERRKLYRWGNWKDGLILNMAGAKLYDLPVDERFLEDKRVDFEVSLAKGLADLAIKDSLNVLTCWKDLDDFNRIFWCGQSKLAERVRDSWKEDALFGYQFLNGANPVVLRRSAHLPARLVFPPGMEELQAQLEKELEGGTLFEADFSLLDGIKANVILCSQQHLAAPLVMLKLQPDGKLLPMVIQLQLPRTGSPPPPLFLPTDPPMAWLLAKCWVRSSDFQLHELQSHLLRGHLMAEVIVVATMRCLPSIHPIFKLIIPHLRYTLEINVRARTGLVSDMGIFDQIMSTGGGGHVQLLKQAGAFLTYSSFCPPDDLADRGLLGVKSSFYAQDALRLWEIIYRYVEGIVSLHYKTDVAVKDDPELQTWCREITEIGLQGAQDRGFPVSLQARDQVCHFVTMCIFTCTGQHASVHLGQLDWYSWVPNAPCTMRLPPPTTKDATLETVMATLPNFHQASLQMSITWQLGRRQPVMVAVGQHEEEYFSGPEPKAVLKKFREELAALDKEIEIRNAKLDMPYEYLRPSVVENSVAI
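Purified human 15hLO-1 (40 nM) in 25 mM Hepes pH 7.5, 0.01% Triton X-100, preincubated 15 min RT with compound, then 50 uM arachidonic acid for 6 min. Hydroperoxide read by ferrous/xylenol orange, 30 min; 573/405 nm absorbance ratio gave progress.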
Fluorescein autfl: qHTS Assay for Spectroscopic Profiling in Fluorescein Spectral Region; Compound autofluorescence, 480/540 nm, fluorescein-equivalent; active compounds read high; max fluorescein-equivalent concentration, M; 59,000 tested, 0.91% active; AID 593, 2007; in the data active = max fluorescein-equivalent concentration above about 10 nM; inconclusive = between about 1.1 nM and that limit
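Normalized response (dye-equivalent concentration) derives from comparing each well's 540 nm emission, under 480 nm excitation, with plate-resident fluorescein standards. Compounds were held in 100 mM Tris, pH 8.0, for 15 min at room temperature.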
TexasRed autofl: qHTS Assay for Spectroscopic Profiling in Texas Red Spectral Region; AID 587, 2007; 59,000 tested, 0.06% active; Compound fluorescence, Texas Red channel, 547/618 nm; active compounds read high; max dye-equivalent concentration, M; in the data active = max dye-equivalent concentration above about 10 nM; inconclusive = between about 1.1 nM and that limit
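qHTS profiling of intrinsic compound fluorescence; 100 mM Tris pH 8.0; 15 min RT; ex 547 / em 618 nm; response expressed as Texas Red dye-equivalent concentration from six-point plate standard.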
4-MU autofl: qHTS Assay for Spectroscopic Profiling in 4-MU Spectral Region; compound autofluorescence, 340/450 nm, 4-MU equivalents; active compounds read high; max dye-equivalent concentration, M; 59,000 tested, 11% active; in the data active = max dye-equivalent concentration above about 10 nM; inconclusive = mostly about 1.1 nM to 9.6 nM
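Compounds in 100 mM Tris, pH 8.0, incubated 15 min at room temperature, then fluorescence read at 340 nm excitation/450 nm emission. Signal converted to 4-MU dye-equivalent concentration using an on-plate six-point 4-MU standard curve.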
Rhodamine fluor: qHTS Assay for Spectroscopic Profiling in Rhodamine Spectral Region; AID 594, 2007; 59,000 tested, 0.05% active; max dye-equivalent concentration, M; Rhodamine-region fluorescence, 547/598 nm, Tris buffer; active compounds read high; in the data active = max dye-equivalent concentration above about 11 nM; inconclusive = between about 1.1 nM and that limit
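Compounds in 100 mM Tris buffer, pH 8.0, were incubated 15 min at room temperature, then read at 547 nm excitation and 598 nm emission. Fluorescence was normalized against a per-plate six-point rhodamine standard curve as dye-equivalent concentration.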
Pol III holo inh: qHTS Assay for Inhibitors of DNA Polymerase III Holoenzyme System | reconstituted DNA polymerase III holoenzyme replication, biochemical | Potency, µM (series often up to 57.1 µM), without a hit: top-dose activity change, negative = inhibition | 71,000 tested, 0.25% active | AID 603, 2007; also: potency is read from the fitted curve at half-maximal effect; % is scaled to controls: 0 for no effect and ±100 for the full control effect
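Reconstituted *E. coli* holoenzyme (0.35 nM Pol III, 1 nM beta, 154 nM SSB, 2 nM primase) was preincubated with compound for 15 min at RT. Synthesis on 1.4 nM ssM13Gori ran 35 min, then was stopped with PicoGreen/EDTA and read as dsDNA fluorescence.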
HBB splicing: qHTS Assay for Modulators of Hemoglobin Beta Chain Splicing; HBB splicing reporter cell assay, activation; EGFP reporter with mutant IVS2-654 intron; response scale: normalised to 500 nM splice-correcting PNA; Potency, µM (doses to about 46.1 µM), without a hit: at the highest dose activation, actives largely listed as activators; 65,000 tested, 0.06% active; also: potency is read from the fitted curve at half-maximal effect; 0% is about no effect
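HeLa cells stably expressing EGFP interrupted by mutant beta-globin intron 2 (IVS2-654), 500/well in 2% FCS. Treated with compound for 2 days at 37C. Splicing correction scored as total well GFP intensity (488 nm excitation, 500-520 nm emission); 500 nM antisense PNA served as control.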
Hsp90 Hop PPI: qHTS Assay for Disrupters of an Hsp90 Co-Chaperone Interaction. Potency, µM (top dose mostly 57 µM), without a hit: at the highest dose activity change, negative = inhibition. 71,000 tested, 0.44% active. AlphaScreen TPR2A-His6 binding biotin-Hsp90 C-terminal peptide. Hsp90 C-terminal peptide / TPR2A (Hop) interaction, human; active = well fitted curve in either direction with a large enough effect; inconclusive = small, poorly fitted or top-dose-only effect, or another doubt; also: potency is read from the fitted curve at half-maximal effect; % is scaled to controls: 0 for no effect and ±100 for the full control effect; many of its hits are not listed in these tables
Epigenetic mod: qHTS Assay for Epigenetic Modulators; mouse C127i GFP locus derepression, cytometry, 30 h; Potency, µM (highest dose often 46.1 µM), without a hit: at the top dose GFP derepression (activation); 68,000 tested, 0.09% active; AID 597, 2007; also: % of control where 0% means no effect
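Derepression screen: silenced CMV-GFP reporter in murine C127i cells, 30 h compound incubation at 37 C, washed cells imaged by laser-scanning cytometer to enumerate GFP-expressing objects of 20 to 120 um.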
* hit, by the source's call; i = inactive; ? = inconclusive; / = no result given; & = joins results of further samples; [ ] = dose if it differs, or a comment. Unless noted, calls follow the shape of the dose curve; as a rule, active = well fitted curve in the direction sought with a large enough effect; inconclusive = small, poorly fitted or top-dose-only effect, or another doubt; inactive = no such curve, though single readings can be large; an effect the other way counts as inactive or inconclusive. This is a subset; rates above refer to the full screens.

SMILES,Hsp90 Hop PPI,Epigenetic mod,HADH2 inhib,15-hLO inh,Ub-GFP proteasome,4-MU autofl,HBB splicing,Fluorescein autfl,Rhodamine fluor,Pol III holo inh,TexasRed autofl
COC(=O)c1ccccc1S(=O)(=O)N(Cc1cc2cc3c(cc2[nH]c1=O)OCO3)C1CCCCC1,-6.0%,-2.5%,?,-9.7%,2.9%,1.05e-07M*,/,?,i,-0.4%,i
c1ccc2cc(NCNc3ccc4ccccc4c3)ccc2c1,?,3.2%[9.22 µM],2.0%[11.4 µM],-3.3%[11.4 µM],-7.2%[9.17 µM],?,-1.3%[9.22 µM],i,i,-10.2%[11.4 µM],i
C=CCSc1nnc(Cc2cc(=O)[nH]c(=O)[nH]2)n1-c1cc(C)ccc1C,-3.0%,-2.2%,6.3%,-1.7%,1.4%,i,2.3%[57.5 µM],?,i,2.6%,i
Nc1cccc(O)c1,2.5%,/,-24.3%,-15.3%,/,/,-1.0%,/,/,-6.0%,/
COCc1nc(-c2ccc(-c3ccc(C)cc3)nc2OC)no1,11.5%,1.2%,14.5%,-7.0%,1.7%,?,-0.6%,?,i,0.3%,i
Cc1nc2ccccc2cc1C(=O)NCc1ccco1,-5.7%,-2.3%,6.7%,8.3%,-4.2%,?,2.8%,i,i,-0.8%,i
O=P(O)(O)C(O)C(F)(F)C(F)(F)C(F)(F)C(F)F (stereo unspecified),0.2%,1.1%,-0.6%,-6.9%,-5.4%,i,-1.0%,i,i,-4.9%,i
Cc1cc(=O)oc2cc(OCC(=O)OCC(=O)NCc3ccc4c(c3)OCO4)ccc12,-1.7%,0.0%,82.7%[activator],1.8%,4.8%,1.35e-07M*,-0.1%[57.5 µM],i,i,-2.4%,i
O=C(Nc1ccc(N2CCOCC2)c(Cl)c1)c1ncn[nH]1,?,-2.3%,-12.8%,0.7%,-2.3%,i,0.4%[57.5 µM],i,i,0.7%,i
CCOC(=O)C1CCCN(Cc2cc(Br)ccc2OC)C1 (stereo unspecified),6.4%[11 µM],0.0%,-0.4%[11.4 µM],1.9%[11.4 µM],4.5%[9.17 µM],/,-0.7%[0.0738 µM],/,/,1.0%[11.4 µM],/
O=S(=O)(N1CCCCC1)N1CCN(c2ccc(F)cc2)CC1,-0.7%,9.0%,6.5%,-3.7%,-1.2%,i,-1.1%,?,i,-0.7%,i
O=C(CN1CCN(C(=O)c2cccc(F)c2)CC1)NC1CCCCC1,-0.1%,0.0%,2.0%,1.0%,0.9%,i,-3.6%,?,i,56.5%,i
Cc1nnc(SCc2ccccc2)n1N,-2.5%,-1.3%,-3.0%,2.8%,-2.1%,i,/,i,i,-1.1%,i
COC(=O)Nc1nc2ccc(C(=O)c3cccs3)cc2[nH]1,-1.7%,1.1%,8.8%,-33.9%&-3.1%[25.6 µM],2.6%,i,-0.5%[20.6 µM],?,i,-3.7%,?
CN(C)C(=O)Oc1cccc([N+](C)(C)C)c1,-2.2%[26 µM],0.0%[20.6 µM],-1.1%[25.6 µM],3.0%,5.4%[20.5 µM],i,-0.1%[20.6 µM],?,i,1.3%[25.6 µM],?

4-MU autofl, what is marked active above.
structure,Hsp90 Hop PPI,Epigenetic mod,HADH2 inhib,15-hLO inh,4-MU autofl,Pol III holo inh,TexasRed autofl
COC(=O)c1ccccc1S(=O)(=O)N(Cc1cc2cc3c(cc2[nH]c1=O)OCO3)C1CCCCC1,-6.0%,-2.5%,?,-9.7%,1.05e-07M*,-0.4%,i
Cc1cc(=O)oc2cc(OCC(=O)OCC(=O)NCc3ccc4c(c3)OCO4)ccc12,-1.7%,0.0%,82.7%[activator],1.8%,1.35e-07M*,-2.4%,i

Grouped by structure, the compounds so far with four or more nitrogen atoms
SMILES,Hsp90 Hop PPI,Epigenetic mod,HADH2 inhib,15-hLO inh,Ub-GFP proteasome,4-MU autofl,HBB splicing,Fluorescein autfl,Rhodamine fluor,Pol III holo inh,TexasRed autofl
C=CCSc1nnc(Cc2cc(=O)[nH]c(=O)[nH]2)n1-c1cc(C)ccc1C,-3.0%,-2.2%,6.3%,-1.7%,1.4%,i,2.3%[57.5 µM],?,i,2.6%,i
O=C(Nc1ccc(N2CCOCC2)c(Cl)c1)c1ncn[nH]1,?,-2.3%,-12.8%,0.7%,-2.3%,i,0.4%[57.5 µM],i,i,0.7%,i
Cc1nnc(SCc2ccccc2)n1N,-2.5%,-1.3%,-3.0%,2.8%,-2.1%,i,/,i,i,-1.1%,i

New compounds follow.
SMILES,Hsp90 Hop PPI,Epigenetic mod,HADH2 inhib,15-hLO inh,Ub-GFP proteasome,4-MU autofl,HBB splicing,Fluorescein autfl,Rhodamine fluor,Pol III holo inh,TexasRed autofl
COC(=O)c1ccc(-c2cc(C(=O)O)c3cc4c(cc3n2)OCCO4)cc1,2.0%,4.3%,-75.4%,?,-1.7%,4.86e-06M*,1.3%[57.5 µM],?,i,-2.5%,i
Cc1c(S(=O)(=O)Nc2ccc3c(c2)OCCO3)c(=O)n(C)c(=O)n1C,-2.0%,/,-1.7%,9.7%,2.2%,/,-1.3%,/,/,2.6%,/
CCCCCc1c(C)nc(N2CCc3ccccc3C2)[nH]c1=O,-3.0%,1.6%,-8.8%,-2.2%,1.1%,i,4.4%,i,i,-2.7%,i
Cn1c(=O)c(NC(=O)c2ccccc2)c2n(c1=S)CCCCC2,-2.4%,0.5%,-18.4%,3.8%,-1.9%,i,0.1%[57.5 µM],i,i,-6.6%,?
CCCn1c(-c2ccc(F)cc2)nc2c(NCCCCN3CCCC3)nc(C)nc21,-7.7%,/,?,11.3%,10.9%,/,0.3%,/,/,-5.4%,/
CCOC(=O)C1CCCN(C/C(O)=C(\C#N)c2nc(-c3ccc(Cl)cc3)cs2)C1 (stereo unspecified),-12.6%,-1.6%,-25.9%,2.6%,/,i,1.5%[0.369 µM],i,i,-0.9%,i
CC(=O)Nn1cc2c(c1-c1ccccc1)c(=O)n(C)c(=O)n2C,-3.8%,-2.5%,-2.4%,-8.0%,9.2%,/,0.9%[9.22 µM],/,/,-2.9%,/
CCCCn1c(N)c(N(CC)C(=O)c2ccc3c(c2)S(=O)(=O)c2ccccc2C3=O)c(=O)[nH]c1=O,-3.9%,1.2%,3.4%,1.5%,-0.1%,i,0.5%[57.5 µM],i,i,5.9%,i
C/C=C/CSc1nc2c(c(=O)[nH]c(=O)n2C)n1Cc1ccc(C)cc1,-6.7%,/,-15.1%,-3.9%,-2.8%,/,-0.4%,/,/,-9.1%,/
Cc1ccc(S(=O)(=O)N2CCCN(S(=O)(=O)C3CCS(=O)(=O)C3)CC2)cc1 (stereo unspecified),-0.2%,-1.9%,-4.6%,5.3%,-1.1%,i,/,i,i,-2.1%,i
CCOC(=O)CSc1nc2sc(C)c(C)c2c(=O)[nH]1,-3.8%,0.0%,-5.3%,9.0%,5.0%,i,1.1%,?,i,-9.6%,i
O=C(NCc1ccco1)c1cc2nc(C3CC3)cc(C(F)(F)F)n2n1,-1.1%,0.0%,13.8%,0.9%,2.5%,?,-0.8%,i,i,-4.3%,i
CC(=O)OC(C(=O)NCc1ccco1)c1ccncc1 (stereo unspecified),-1.7%,-0.7%,12.5%,7.0%,-7.5%,i,/,i,i,-2.4%,i
COc1cccc(-n2c(Cc3cc(=O)[nH]c(=O)[nH]3)nnc2SCc2cccnc2)c1,-3.1%[2.3 µM],/,4.7%,0.3%,0.8%,/,-0.1%,/,/,-10.0%,/
O=C(COc1ccccc1)NCCSc1ccccc1,3.4%,0.0%,5.7%,3.9%,-4.2%,/,0.6%[9.22 µM],/,/,-7.1%,/
CCN1CCN(Cc2ccc(NC(=O)Nc3cccs3)cc2)CC1,-18.0%,5.5%,?,?,-0.3%,i,1.3%,?,i,-4.3%,?
C=CCNC(NC(=O)c1ccccc1)(C(=O)OCC)C(F)(F)F (stereo unspecified),-3.4%,0.0%,4.6%,14.4%,6.2%,i,-0.6%,i,i,-6.7%,i
